SNCA expr inhib: SNCA gene expression inhibition | hit rate 0.17% among 140,000 | Potency, µM (highest dose often 57.2 µM), inactives show top-dose activity change, negative = inhibition, most hits filed as inhibitors | HEK-293 SNCA-luciferase knock-in, luminescence, 24 h;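 note: potency is the fitted concentration of half-maximal effect; plate controls were DMSO cells for no effect and cell-free wells for full effect; nearly all actives have a fitted effect of over 45% in size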
IP6K1 inhibitor: IP6K1 kinase inhibition | Q92551 | hit rate 0.81% among 140,000 | IP6K1 kinase, ADP-Glo luminescence, 2 h; active compounds read low | activity change, % (series mostly up to about 58 µM); in the data active = activity change below about -25%
Target sequence (Q92551 whole entry, looked up): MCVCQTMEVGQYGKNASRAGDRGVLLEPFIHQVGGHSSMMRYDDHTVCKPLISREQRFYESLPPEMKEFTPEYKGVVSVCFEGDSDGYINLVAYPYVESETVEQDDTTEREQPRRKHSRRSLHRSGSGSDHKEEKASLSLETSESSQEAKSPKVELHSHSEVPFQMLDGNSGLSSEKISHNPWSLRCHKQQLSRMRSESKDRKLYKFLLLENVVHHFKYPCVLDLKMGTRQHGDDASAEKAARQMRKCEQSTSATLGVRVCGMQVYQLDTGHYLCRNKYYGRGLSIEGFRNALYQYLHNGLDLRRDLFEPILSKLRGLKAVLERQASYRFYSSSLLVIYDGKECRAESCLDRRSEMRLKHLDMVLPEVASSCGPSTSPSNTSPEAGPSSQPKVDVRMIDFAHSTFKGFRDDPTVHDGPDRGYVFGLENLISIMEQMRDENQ
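ADP-Glo luminescence measures ADP made by human IP6K1 during a 2 h RT reaction with ATP/IP6 (mix at 1.3 mM/130 uM); top library doses 57.5 and 19.1 uM final.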
3T3 cytotox: NIH 3T3 cell cytotoxicity. NIH 3T3 viability, CellTiter-Glo ATP luminescence, 48-72 h. Potency, µM (titrated, usually from 96.7 µM), for the others: at the highest dose activity change, negative = cytotoxicity, usual class: inhibitors. hit rate 4.3% among 94,000. AID 1345082; note: potency is the fitted concentration of half-maximal effect; nearly all actives have a fitted effect of over 55% in size
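First NIH 3T3 cells are plated at 400 cells/well; next compound is pinned in; then plates incubate 48 or 72 hr at 37 °C; finally CellTiter-Glo is added and luminescence read after 10 min.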
Luciferase inh: blocks purified firefly luciferase enzyme activity | hit rate 2.5% among 76,000 | Potency, µM (titrated, usually from 115 µM), for the others: at the top dose activity change, negative = inhibition, usual class: inhibitors | AID 1347043 | purified P. pyralis luciferase, luminescence, biochemical; note: potency is the fitted concentration of half-maximal effect; nearly all actives have a fitted effect of over 65% in size
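Purified P. pyralis luciferase (10nM final) in 50mM Tris acetate pH 7.5, 10mM Mg acetate, 0.01% Tween-20, 0.05% BSA with 10uM D-luciferin and 10uM ATP. Compounds titrated qHTS. Luminescence imaged on CCD.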
SNCA viab count: cell viability loss counter-screen; HEK-293-SNCA-luc viability, GF-AFC fluorescence, 24 h; Potency, µM (top dose mostly 57.1 µM), without a hit: top-dose activity change, negative = cytotoxicity, actives largely listed as cytotoxic; hit rate 0.12% among 150,000; AID 1671193;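 note: potency is the fitted concentration of half-maximal effect; 0% = DMSO-treated cells and -100% = medium-only wells without cells; nearly all actives have a fitted effect of over 30% in size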
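Cytotoxicity counterscreen: after 24 h compound treatment of genome-edited SNCA-luciferase HEK-293 cells, live-cell protease substrate GF-AFC read by fluorescence after 30 min; activity scaled between DMSO (0%) and medium-only (-100%), curves Hill-fitted.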
HEK cytotox: cytotoxic compounds in HEK 293 cells; HEK 293 viability, ATP luminescence (CellTiter-Glo), 48-72 h; Potency, µM (series often up to 115 µM), without a hit: at the highest dose activity change, negative = cytotoxicity, usual class: inhibitors; hit rate 6.6% among 94,000; AID 1345083; note: potency is the fitted concentration of half-maximal effect; nearly all actives have a fitted effect of over 60% in size
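ATP-coupled CellTiter-Glo luminescence served as viability read-out, recorded 10 min after reagent addition at room temperature. HEK 293 cells, 250 cells/well, had been incubated with pintool-transferred compound for 48 or 72 hr at 37 degree Celsius.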
GPT2 inh: inhibitors of human GPT2 alanine aminotransferase. Recombinant GPT2, coupled pyruvate oxidase/HRP Amplex Red fluorescence. hit rate 0.25% among 100,000. Q8TD30. Potency, µM (top dose mostly 57.7 µM), without a hit: top-dose activity change, negative = inhibition, actives largely listed as inhibitors; note: potency is the fitted concentration of half-maximal effect; nearly all actives have a fitted effect of over 60% in size; many of its hits are not listed in these tables
Target sequence (Q8TD30 whole entry, looked up): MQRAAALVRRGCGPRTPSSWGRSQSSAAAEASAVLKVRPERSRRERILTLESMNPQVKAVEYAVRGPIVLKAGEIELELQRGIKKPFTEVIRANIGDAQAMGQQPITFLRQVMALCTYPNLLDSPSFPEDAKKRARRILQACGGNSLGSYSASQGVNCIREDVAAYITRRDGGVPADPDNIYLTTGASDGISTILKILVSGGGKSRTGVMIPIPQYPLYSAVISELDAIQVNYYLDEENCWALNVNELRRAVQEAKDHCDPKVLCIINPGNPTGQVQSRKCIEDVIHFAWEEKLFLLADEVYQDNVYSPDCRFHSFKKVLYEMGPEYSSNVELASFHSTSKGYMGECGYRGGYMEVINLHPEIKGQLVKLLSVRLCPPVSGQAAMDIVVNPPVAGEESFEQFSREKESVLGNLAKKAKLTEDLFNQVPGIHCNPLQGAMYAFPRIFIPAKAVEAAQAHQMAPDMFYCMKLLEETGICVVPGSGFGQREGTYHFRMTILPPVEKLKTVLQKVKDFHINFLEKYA
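GPT2 10ng/uL, a-KG 250uM, L-Ala 2mM, HEPES pH7.5 + 0.0001% Tween; 30 min RT. Then Amplex mix (PO/HRP/ThPP), 30 min RT dark, fluorescence. AOA 50uM used as positive control.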
An asterisk follows results filed as active; i = inactive; ? = inconclusive; . = not tested or not shown; [ ] = remark or other dose. Unless noted, calls come from the whole dose curve; as a rule, active = well fitted curve in the direction sought with a large enough effect; inconclusive = small, poorly fitted or top-dose-only effect, or another doubt; inactive = no such curve, though single readings can be large; an effect the other way counts as inactive or inconclusive. Unless noted, % is set by controls: 0 for no effect and ±100 for the full control effect. Outcome played no part in choosing rows. Share with any hit: about 7.7%.

SMILES	SNCA expr inhib	IP6K1 inhibitor	3T3 cytotox	Luciferase inh	SNCA viab count	HEK cytotox	GPT2 inh
CCCOCCN1CCN(c2nc(CCN)nc3ccccc23)CC1	-6%	-1	-4%	7%	2%	3%	-1%
Fc1ccc(Nc2c(-c3ccco3)nc3ccccn23)cc1	17%	-8	.	.	-17%	.	.
COC(=O)c1ccc(NC(=O)C(=O)NCCc2csc3nc(-c4ccccc4F)nn23)cc1	-5%	6	.	.	5%	.	.
COc1cccc(-c2ccc(CN3CCCC3C(=O)N3CCN(c4ncccn4)CC3)cc2)c1 (centres undefined)	13%	21	20µM*	.	2%	?	i
O=C(CSc1nc2c(c(=O)[nH]1)CN(Cc1ccc3c(c1)OCO3)CC2)Nc1cc(F)ccc1F	-13%	2	.	.	13%	.	.
O=C(c1cccc(CC2CCNCC2)c1)N1CCOCC(O)C1 (centres undefined)	21%	4	3%	-6%	6%	i	i
NC(=O)CNC(=O)C1=C[C@@H](NC(=O)Cc2cccs2)[C@@H](O)[C@H](O)C1	-23%[87.6 µM]	-8	-2%[138 µM]	-1%[172 µM]	3%[87.6 µM]	2%[172 µM]	i
Cc1ccc2oc(-c3cc(NC(=O)c4cccs4)cc(C)c3O)nc2c1	25%	18	.	.	5%	.	.
CNC(=O)N1C[C@@H](CN(C)C)[C@H](NC(=O)C2(c3ccc(OC)cc3)CC2)C1	0%	2	-9%	0%	6%	i	i
O=C(NCCCc1ccccc1)c1ccc2c(c1)sc1nc(-c3ccc(F)cc3)cn12	50%[activator]	-12	.	.	-12%	.	.
COC(=O)[C@@H]1Cc2c([nH]c3ccccc23)[C@H]2C[C@@H](NCCNC(C)=O)C[C@@H](c3ccc(-c4ccccc4)cc3)N21	13%	6	?	-8%	-1%	40µM*	-8%
CCN1C(=O)c2ccccc2S(=O)c2ccc(C(=O)NCc3ccc(Cl)cc3)cc21 (centres undefined)	-7%	-9	.	.	6%	.	.
O=c1c(-c2ccc(O)cc2)coc2cc(OC3O[C@H](CO)[C@H](O)[C@H](O)[C@H]3O)cc(O)c12 (some centres undefined)	5.4µM*	.	.	.	-8%	.	?
CC(C)(O)C#Cc1ccc(CN2CC[C@@H](c3ccc(F)cc3)[C@H](O)C2)s1	-1%	-8	-24%	-6%	-5%	?	-4%
CN(C)S(=O)(=O)NCC(=O)N1CCCCCNC(=O)CC1c1ccccc1 (centres undefined)	-22%	9	-5%	7%	0%	4%	-9%
Cc1ccc(-c2nc(C(=O)NCc3ccccc3Cl)c3n2CCCCC3)cc1	?	-15	.	.	-21%	.	.
Fc1ccc(-c2noc3ncnc(NCCc4ccc(Cl)cc4)c23)cc1	1%	13	.	.	-3%	.	.
Cc1noc(C)c1-c1cc2cc(CN(C)C)oc2c(N2CCOCC2)n1	30%[activator][87.6 µM]	8	?	-17%[172 µM]	-16%[87.6 µM]	?	-4%[88.5 µM]
O=C1[C@H]2CN(Cc3ccccc3F)C[C@H]2C(=O)N1CCc1ccccc1	23%	-7	-17%	15%	?	?	i
CCOc1ccc(NC(=O)c2ccc3c(c2)CCN3S(=O)(=O)CC)cc1	-9%	7	.	.	-14%	.	.
CCOC(=O)C1CCN(C(=O)C2CCc3nnc(CNC(=O)NC(C)(C)C)n32)CC1 (centres undefined)	14%	-22	-4%	.	-4%	-8%	-3%
O=C1Nc2ccccc2CC12CCN2Cc1ccccc1 (centres undefined)	-27%[87.6 µM]	-8	-9%[138 µM]	5%[172 µM]	4%[87.6 µM]	-7%[172 µM]	i
CCN(CC)Cc1nc(C2(O)CCN(C3CCCC3)CC2)cs1	-17%[87.6 µM]	5	?	-10%[172 µM]	-20%[87.6 µM]	?	?
Nc1nc(C2CC(NC(=O)c3[nH]nc(N)c3-c3ccccc3)C2)cc(=O)[nH]1 (centres undefined)	8%	-13	i	-5%	1%	-8%	-4%

3 compounds from above, showing only Luciferase inh and IP6K1 inhibitor.
compound,Luciferase inh,IP6K1 inhibitor
CCN(CC)Cc1nc(C2(O)CCN(C3CCCC3)CC2)cs1,-10%[172 µM],5
Fc1ccc(-c2noc3ncnc(NCCc4ccc(Cl)cc4)c23)cc1,.,13
CN(C)S(=O)(=O)NCC(=O)N1CCCCCNC(=O)CC1c1ccccc1 (centres undefined),7%,9

(further entries)
SMILES	SNCA expr inhib	IP6K1 inhibitor	3T3 cytotox	Luciferase inh	SNCA viab count	HEK cytotox	GPT2 inh
O=C(NCc1ccccc1F)C1CCCN(Cc2cccc(-c3cccs3)c2)C1 (centres undefined)	.	4	40µM*	.	.	45µM*	.
Cc1cnc(C(=O)N2CC(c3nnc(-c4ccncc4)o3)C3(CCOCC3)C2)cn1 (centres undefined)	-10%	17	-22%	-7%	7%	-22%	0%
COc1ccccc1CNc1ncnc2c1nnn2C	5%	-24	.	.	-6%	.	.
CC(C)N1CCC[C@H]1c1nc(-c2ccc(N3CCN(C)CC3)nc2)no1	-2%[87.6 µM]	9	-1%[138 µM]	-9%[172 µM]	9%[87.6 µM]	-13%[172 µM]	-9%[88.5 µM]
O=C(c1cccs1)C1CCCN(C(=O)COc2ccc(F)cc2F)C1 (centres undefined)	-12%	5	?	-10%	1%	-46%	3%
O=C(c1cc(F)ccc1Cl)N1CCC(Cc2nc(-c3ccc(F)cc3)no2)CC1	-10%	0	?	-6%	-1%	?	i
N#CC(C#N)=C(N)/C(C#N)=C/c1ccc(O)cc1	1%	.	.	.	-3%	.	1%
Cc1nc(-c2c3n(c(=O)n(Cc4ccc(F)cc4)c2=O)CCCC3)no1	2%	2	-10%	-3%	6%	1%	-2%
CCC1CCCCN1C(=O)Cn1c(=O)n(CCCCCC(=O)NCc2ccccc2)c(=O)c2sccc21 (centres undefined)	21%	10	.	.	-10%	.	.
CC(=O)Nc1cccc(C(=O)N2CCC(n3cc(-c4nc(C)no4)nn3)CC2)c1	11%	23	i	-6%	-1%	9%	i
CCC(=O)N1CCc2cc(Br)cc(S(=O)(=O)N3CCCC(C(=O)Nc4cc(C)ccc4OC)C3)c21 (centres undefined)	-7%	-2	.	.	4%	.	.
CN1C(=O)CCC2(CNC(=O)c3cccnc3)CCCC=C12 (centres undefined)	?	-12	i	2%	-7%	i	i

Taken from above:
COc1cccc(-c2ccc(CN3CCCC3C(=O)N3CCN(c4ncccn4)CC3)cc2)c1 (centres undefined) | IP6K1 inhibitor = 21
CCC(=O)N1CCc2cc(Br)cc(S(=O)(=O)N3CCCC(C(=O)Nc4cc(C)ccc4OC)C3)c21 (centres undefined) | SNCA expr inhib = -7%
O=C(NCc1ccccc1F)C1CCCN(Cc2cccc(-c3cccs3)c2)C1 (centres undefined) | 3T3 cytotox = 40µM*
CC(C)(O)C#Cc1ccc(CN2CC[C@@H](c3ccc(F)cc3)[C@H](O)C2)s1 | IP6K1 inhibitor = -8
COc1ccccc1CNc1ncnc2c1nnn2C | SNCA viab count = -6%
NC(=O)CNC(=O)C1=C[C@@H](NC(=O)Cc2cccs2)[C@@H](O)[C@H](O)C1 | IP6K1 inhibitor = -8
O=C(c1cc(F)ccc1Cl)N1CCC(Cc2nc(-c3ccc(F)cc3)no2)CC1 | SNCA viab count = -1%

More compounds.
SMILES	SNCA expr inhib	IP6K1 inhibitor	3T3 cytotox	Luciferase inh	SNCA viab count	HEK cytotox	GPT2 inh
O=C1OC[C@@H]2CCN(CC3CC3)Cc3ccc(F)cc3N12	-5%[87.6 µM]	-15	1%[174 µM]	7%[230 µM]	3%[87.6 µM]	-5%[230 µM]	i
O=C(Nc1cc(Cl)cc(Cl)c1)c1ccc(F)c(S(=O)(=O)N2CCN(c3ccccc3F)CC2)c1	2%	17	.	.	4%	.	.
C/C(=C\CO)CC/C=C(\C)C(=O)O[C@@H]1O[C@H](CO)[C@@H](O)[C@H](O)[C@H]1O	.	16	.	.	13%	.	i
COCc1nncn1C1CCN(S(=O)(=O)c2ccc(OC)c(Cl)c2)CC1	6%	-3	1%	-1%	4%	12%	-11%
COc1ccc(-c2c3c(nc4sc(C(=O)Nc5ccc(F)cc5)c(N)c24)CC(C)(C)CC3=O)cc1	37%[activator]	31	.	.	-5%	.	.
C=CCNC(=O)c1cn2c(n1)CN([S+](=O)([O-])c1c(C)noc1C)CC2	0%	16	i	.	-2%	i	-4%
COc1cccc(-c2cc(-c3ccc(OC)nc3)c3cncn3c2)c1	6%[87.6 µM]	-20	?	-9%[172 µM]	-9%[87.6 µM]	?	i
Cc1nccn1CCCC(=O)N1CCC2(CCC(=O)N(CC3CCCO3)C2)CC1 (centres undefined)	-9%	1	-9%	14%	0%	1%	4%
COC1C(=O)N(c2cccc(F)c2)C12CCN(C(=O)c1ccncc1)CC2 (centres undefined)	34%[activator]	-2	-12%	-10%	14%	-8%	-9%
O=C(NCc1ccccc1Cl)c1ccc(NC(=O)c2nsc3ccccc23)cc1	28%	3	.	.	0%	.	.
O=C(NCc1cccc(Cl)c1)C1CCN(c2nc3ncccc3o2)CC1	7%	8	-7%	.	5%	0%	-4%
COc1cccc(-c2ccccc2C=O)c1	-15%[87.6 µM]	-15	?	.	-16%[87.6 µM]	?	-19%[88.5 µM]
CC(Nc1ccc(-c2nc(-c3ccccn3)no2)cc1[N+](=O)[O-])c1ccccc1 (centres undefined)	7%	5	.	.	-6%	.	.
CN(C(=O)Cc1c[nH]c2ncc(-c3cnn(C)c3)cc12)c1ccccc1	34%[activator][87.6 µM]	-12	?	9%[172 µM]	-22%[87.6 µM]	?	3%[88.5 µM]
Cc1ccc2occ(CC(=O)Nc3ccc(S(N)(=O)=O)cc3)c2c1	-24%	8	.	.	2%	.	.
COCCOC1CCN(C(=O)Nc2ccc3c(c2)OCCO3)CC1	109%[activator]	-2	5%	?	6%[12.5 µM]	3%	-9%
CC(C)CCNC(=O)CCc1nnc(-c2ccc(OC(C)C)cc2)[nH]c1=O	-8%	-7	-4%	?	-16%	i	i
COc1ccc(NS(=O)(=O)c2nnc(NC(=O)c3ccccc3F)s2)cc1	58%[activator]	5	.	.	12%	.	.
Cc1cccc(N(C)C(=O)Cn2c(=O)n(-c3ccccc3)c(=O)c3c2cc(C)n3C)c1	-4%	2	1%	0%	?	3%	i
CNC(=O)c1nc2cccnc2n(Cc2ccccc2)c1=O	2%[87.6 µM]	19	-29%[138 µM]	.	9%[87.6 µM]	-12%[172 µM]	i
COc1ccc2[nH]cc(CCNC(=O)C3CCCN(S(C)(=O)=O)CCC(=O)NCC3)c2c1 (centres undefined)	-24%	0	5%	0%	7%	2%	i
COC(=O)c1ccccc1S(=O)(=O)N1CCC(c2cc(-c3cccc(C)c3)n[nH]2)CC1	13%	-8	40µM*	5%	0%	45µM*	i
COCCCN1C(=O)CC[C@H]2CN(Cc3cc(CC(C)C)n[nH]3)CC[C@H]21	10%	-2	?	0%	-3%	i	3%
CCN(Cc1ccccc1)C(=O)Cn1c(C)ccc(NS(=O)(=O)c2ccccc2)c1=O	-22%	-5	-25%	-2%	-16%	?	?

Bioassay records: PubChem BioAssay, National Center for Advancing Translational Sciences (NCATS)
